# Akt phos inh – blocks phosphorylation of Akt; Neuro2A IGF-stimulated pAkt S473 HTRF, 20 min; active compounds read low; activity change, % for hits at 50 µM; hit rate 0.32% among 360,000; AID 651550; in the data active = activity change below about -80%; inconclusive = mostly about -51% to -80%; note: % is set by controls: 0 for no effect and ±100 for the full control effect
#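 Single-point screen (50 µM final compound) in Neuro2A cells stimulated 20 min with 6 nM IGF at 37 deg C. After lysis, Ser473-phosphorylated Akt read by HTRF (ex 330 nm, em 615/665 nm) as the 665/615 ratio.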
# MmCpn inh – M. maripaludis TRiC chaperonin inhibition | purified Mm-Cpn ATPase, ADP Transcreener TR-FRET | Potency, µM (highest dose often 76.9 µM), for the others: top-dose activity, negative = inhibition, most hits filed as inhibitors | hit rate 0.031% among 330,000 | AID 504842; note: potency is the fitted concentration of half-maximal effect; % is set by controls: 0 for no effect and ±100 for the full control effect; nearly all actives have a fitted effect of over 80% in size
#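 Measured: ADP formation by purified Mm-CPN. Conditions: 25 nM protein, 10 uM ATP, Tris pH 7.4 with Mg2+, K+ and DTT, 37°C for 30 min. Detection: Transcreener HTRF after 30 min at room temperature.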
# Nrf2 inh – blocks Nrf2 signaling | hit rate 2.1% among 360,000 | A549 ARE-Fluc reporter, luciferase luminescence, 18-24 h | Potency, µM (highest dose often 46 µM), for inactives: at the top dose activity change, negative = inhibition, hits mostly inhibitors | AID 504444; note: potency is the fitted concentration of half-maximal effect; % is set by controls: 0 for no effect and ±100 for the full control effect; nearly all actives have a fitted effect of over 60% in size
#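 In this cell-based qHTS, ARE-driven firefly luciferase in A549 cells reports Nrf2 activity; the luminescent signal after BugLite lysis is the measured value, with a prior CellTiter-Fluor read for cell health.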
# HepG2 viability – kills HepG2 cells in TGF-b inhibitor counter-screen | Potency, µM (titrated, usually from 46.1 µM), without a hit: top-dose activity change, negative = cytotoxicity, hits mostly cytotoxic | hit rate 0.76% among 410,000 | HepG2 CAGA-GFP viability, ATP luminescence, 18 h; note: potency is the fitted concentration of half-maximal effect; some results filed as inactive show a strong effect at the top dose
#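 CellTiter-Glo luminescence gave cytotoxicity after 18 hours at 37 degrees C. The cells were HepG2 CAGA-GFP in 1% FBS DMEM, stimulated with 500 pg/mL TGF-beta after compound addition. %Activity was normalised to no-cell wells (complete cell-killing) and DMSO (no toxicity), and curves were fitted and classified.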
# CCT chaperon mod – modulators of cytosolic chaperonin (CCT/TRiC) activity; hit rate 0.3% among 360,000; activity change, % (test concentration not listed), hits read low; purified chaperonin ATPase assay, HTRF ADP detection, 30 min; in the data active = activity change below about -30%; note: % is set by controls: 0 for no effect and ±100 for the full control effect
#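 Nucleotide hydrolysis assay: TRiC at 20–40 nM final (set by batch activity) with 10 uM ATP, 30 min at 37 °C, in presence of 76 uM compound. Detection by competitive ADP HTRF, 30 min ambient.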
# TGFb inhibitor – blocks TGF-b signaling | Potency, µM (titrated, usually from 46.1 µM), without a hit: at the highest dose activity, negative = inhibition, usual class: inhibitors | HepG2 CAGA-GFP TGF-b/SMAD3 reporter, GFP fluorescence, 18 h; TGF-beta stimulated, 500 pg/mL final | hit rate 1.2% among 410,000; note: potency is the fitted concentration of half-maximal effect; % is set by controls: 0 for no effect and ±100 for the full control effect; nearly all actives have a fitted effect of over 65% in size
#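 Smad-responsive CAGA-GFP expression was quantified in HEPG2 cells exposed to compounds and 500 pg/mL final TGF-beta for 18 h at 37 degrees C; unstimulated wells defined full inhibition.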
# Abeta rescue – A-beta toxicity reversal in yeast; yeast expressing A-beta42, growth rescue, OD600, 48 h; response scale: 0% DMSO, 100% iron-clioquinol control; Potency, µM (titrated, usually from 46.1 µM), for inactives: at the top dose growth rescue, hits mostly activators; hit rate 0.063% among 410,000; AID 1347071; note: potency is the fitted concentration of half-maximal effect; nearly all actives have a fitted effect of over 55% in size
#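 Yeast growth medium received pinned compounds, then yeast cells expressing toxic A-beta were added; plates incubated at 30 C for 48 hr. Growth read as absorbance at 600 nm, normalized to DMSO and equimolar FeCl3 plus clioquinol controls.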
# Nrf2 ARE act – activators of Nrf2 (ARE) signaling | hit rate 0.31% among 410,000 | AID 624171 | Potency, µM (highest dose often 46.1 µM), inactives show at the highest dose activation, hits mostly activators | AREc32 ARE-luciferase reporter (MCF7-derived line), luminescence, 24 h; note: potency is the fitted concentration of half-maximal effect; % of control where 0% means no effect; nearly all actives have a fitted effect of over 65% in size
#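 AREc32 cells carrying an ARE-driven firefly luciferase reporter were seeded at 1000 cells/well in OPTI-MEM with 5% FBS, then exposed to compound for 24 hr at 37 deg C. Luminescence was read with Steady-Glo after 30 min at RT.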
# A549 tox – A549 cytotoxicity, counter-screen for Nrf2 inhibitors. hit rate 0.16% among 390,000. AID 504648. Potency, µM (top dose mostly 46 µM), without a hit: at the top dose activity change, negative = cytotoxicity, actives largely listed as inhibitors. A549 ARE-Fluc cells, CellTiter-Fluor viability, 18-24 h; note: potency is the fitted concentration of half-maximal effect; % is set by controls: 0 for no effect and ±100 for the full control effect
#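 A549 ARE-Fluc cells in 5% FBS OPTI-MEM, 5000 cells/well, rested 2 h then exposed to compounds in concentration-response for 18-24 h at 37 °C. Viability by CellTiter-Fluor fluorescence (Ex 405/Em 525) after 30 min; luciferase luminescence (BugLite, 15 min, RT) read afterwards.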
# The depositor's hits bear a star; i = inactive; ? = inconclusive; · = not tested or not shown; & = joins results of further samples; [ ] = remark or other dose. Unless noted, calls come from the whole dose curve; as a rule, active = well fitted curve in the direction sought with a large enough effect; inconclusive = small, poorly fitted or top-dose-only effect, or another doubt; inactive = no such curve, though single readings can be large; an effect the other way counts as inactive or inconclusive. Compounds as they come. Share with any hit: about 4.3%.
SMILES,Akt phos inh,MmCpn inh,Nrf2 inh,HepG2 viability,CCT chaperon mod,TGFb inhibitor,Abeta rescue,Nrf2 ARE act,A549 tox
Cc1cc(NC(=O)COc2ccc([N+](=O)[O-])cc2)no1,i,-2%,?,-3%,-3.8,0%,-4%,0.8%,8%
CCc1nc2ccc(C(=O)Nc3cc(-c4ccccc4)ccc3OC)cn2c1N(C)Cc1ccc(Cl)cc1,i,·,·,-29%,1.1,20%,-29%,-0.2%[9.22 µM],·
CCOC(=O)c1cccc(NC(=O)C2CCC(CNc3c(N4CCOCC4)c(=O)c3=O)CC2)c1 (stereo not given),i,-1%,16%,-14%,-2.5,?,2%,0.7%,-5%
CCNC(=O)COc1ccc2ccccc2c1,i,-5%,22%,-6%,-0.6,-21%,20%,2.8%,2%
O=S(=O)(c1ccc(F)cc1)N1CCC(c2nc3ccccc3[nH]2)CC1,i,-1%,-18%,-20%,-2.4,?,-8%,-0.6%,3%
CC(C)(Oc1ccc(Cl)cc1)C(=O)N1CCN(C(=O)c2ccco2)CC1,i,-1%,23%,-12%,-0.2,0%,-13%,0.3%,3%
CC(=O)Oc1ccc(N(C(C)=O)S(=O)(=O)c2ccc3ccccc3c2)cc1Br,i,1%,?,-27%,0.5,-8%,-18%,-0.1%,-17%
O=C(Nc1ccc2c(c1)COC2=O)c1ccc(Cl)c(Cl)c1,i,-9%,11%,3%,-2.8,-3%,-7%,-0.6%,0%
CCO[C@@H]1OC(C(=O)NCc2nc3ccccc3[nH]2)=C[C@H](c2cn(C(C)=O)c3ccccc23)[C@H]1CCCO,i,·,-23%,-14%,-2.0,-23%,-10%,1.1%,-6%
CC(=O)C1=C(C)NC(SCC(=O)c2ccc(Cl)cc2Cl)=C(C#N)C1c1ccco1 (stereo not given),i,-11%,?,-12%,-3.2,?,-4%,13%,-9%
C/C(=N\NC(=O)CSc1nnc(C)s1)c1ccc(Cl)cc1,i,-2%,3%,4%,-0.9,-6%,9%,-0.5%,1%
Cc1ccc(SCC(=O)OCC(=O)N(CC(C)C)c2c(N)n(Cc3ccccc3)c(=O)[nH]c2=O)cc1C,i,0%,1%,-156%,-2.8,18µM*,-1%,-0.1%,2%
CC(=O)Nc1ccc(S(=O)(=O)Nc2nnc(C(C)(C)C)s2)cc1,i,2%,-1%,13%,-5.6,1%,15%,-0.6%,3%
COCCn1c(SCC(=O)N2CCc3ccccc3C2)nc2ccccc2c1=O,i,1%,-19%,0%,2.0,26%,-10%,0.2%,-11%
S=c1nc(-c2cccc(Br)c2)[nH][nH]1,i,-17%,-12%,4%,1.6,-4%,19%,0.0%,-5%
CS(=O)(=O)c1ccc(Cl)c(NC(=O)Cc2c(F)cccc2Cl)c1,i,-2%,-12%,2%,-1.5,9%,-1%,-0.3%,0%
CCOc1ccc(OCC)c(NC(=O)CN(c2ccc(C)cc2)S(=O)(=O)c2c(C)n[nH]c2C)c1,·,·,?,13µM*,·,?,6%,-0.8%,-7%
CN(C)CCCNS(=O)(=O)c1cc(Cl)c(Cl)cc1Cl,i,-3%,4%,-8%,-0.9,-21%,9%,0.8%,7%
CCOc1ccc(CCNC(=O)Cn2c(=O)oc3ccccc32)cc1OCC,·,1%,·,0%,0.0,-16%,15%,-0.6%,4%
CC1(C(=O)OCC(=O)NCc2ccc(Cl)cc2)CC1(Cl)Cl (stereo not given),i,-1%,18%,-4%,-0.7,-3%,0%,-0.2%,-2%
Cc1ccc(-c2cc(C(=O)N3CCN(c4ccc(O)cc4)CC3)c3ccccc3n2)cc1,i,-5%,?,-28%,0.5,?,-37%,24%,?
CC(C)c1ccc(NC(=O)c2cc(S(=O)(=O)NCC3COc4ccccc4O3)ccc2F)cc1 (stereo not given),i,1%,-25%,-81%,-0.3,?,11%,-1.5%,3%
CN(C)CCCSc1nc2ccccc2s1,i,?,22%,-25%,-2.0,4%,-7%,-1.4%,12%
Cc1ccc(S(=O)(=O)N2C[C@H]3n4c(=O)ccc(=O)n4C[C@H](OC(=O)Nc4c(C)noc4C)[C@@]3(O)C2)cc1,i,·,·,-14%,0.4,8%,-3%,0.0%,·
COc1ccccc1OC[C@H](O)CO,i,1%,-3%,-12%,1.8,5%,-1%,0.2%,4%
Cc1ccc(CN(Cc2ccco2)C(=S)NCC(=O)O)cc1,i,0%,-19%,-1%,1.7,1%,-6%,0.8%,0%
COc1cccc(NC(=O)CN(C)CC(=O)NCc2ccc3c(c2)OCO3)c1,i,0%,-2%,8%,0.5,21%,5%,0.2%,-1%
OC(Cc1cccnc1)(c1ccccc1)c1ccccc1,i,·,-15%,-2%,-2.4,-10%,-3%,1.6%,-1%
Cc1noc(C)c1S(=O)(=O)N(CC(=O)N1CCCCCC1)c1ccc(C(C)C)cc1,i,2%,-7%,-61%,-0.5,?,-7%,-0.9%,-1%
CC1=C(C(=O)OCc2ccccc2)C(c2ccc(Br)cc2)NC(=O)N1CCCCCC(=O)O (stereo not given),i,·,6%,1%,0.1,-5%,14%,3.3%,-3%
OCCN(Cc1ccccc1)Cc1ccccc1O,i,1%,-6%,-4%,0.2,0%,?,-0.1%,1%
Cc1ccc(Cc2nnc(SCC(=O)Nc3ccccc3)n(N)c2=O)cc1,i,-1%,-9%,9%,-0.9,12%,14%,0.7%,-1%
c1ccc(C(c2nnnn2C2CCCCC2)N2CCc3ccccc3C2)nc1 (stereo not given),i,-12%,-14%,-1%,1.0,-22%,15%,2.6%,4%
COC(=O)c1ccccc1S(=O)(=O)N1CCC(C(=O)OCC(=O)NCC(F)(F)F)CC1,i,0%,-11%,-4%,-0.4,3%,-7%,0.6%,-7%
O=C(Cn1ncc2c3ccccc3n(Cc3ccc(F)cc3)c2c1=O)NCc1ccccn1,·,·,-1%,-20%,·,-5%,-17%,-0.7%,4%
CC(C(=O)NCC1CCCO1)c1ccc([N+](=O)[O-])cc1 (stereo not given),i,?,-12%,7%,-4.2,-6%,-13%,-0.2%,2%
CCOc1ccc(C(=O)N[C@H](C(=O)Nc2cccc(S(=O)(=O)N3CCCCC3)c2)C(C)C)cc1,i,-1%,-13%,4%,-3.1,-7%,-11%,0.2%,0%
Fc1ccccc1-c1nc2nc3ccccc3nc2n1CC1CCCO1 (stereo not given),i,-2%,-4%,0%,-1.3,29%,-11%,-0.7%,-6%
C/C(=N\NC(=O)c1ccc(O)cc1)c1ccc2c(c1)OCCO2,i,0%,?,-7%,0.4,0%,8%,0.6%,-1%
CSc1ccccc1C(=O)NCCSc1ccccc1,i,-1%,14%,-8%,-0.6,-6%,17%,0.5%,-7%
O=C(C(F)C(F)(F)F)N1CCN(c2ccccc2)CC1 (stereo not given),i,1%,-14%,-17%,-3.9,-10%,10%,0.2%,-1%
CC1=CC(C)C(CN(CCC[N+](C)(C)C)C(=O)Nc2ccccc2)C(C)C1 (stereo not given),i,0%,2%,-9%,1.1,24%,-11%,0.2%,3%
COc1ccccc1CNC(=O)CSc1cc(=O)n(C)c2ccccc12,i,0%,-6%&-16%,6%&-8%,-0.1,-5%&21%,2%&-5%,0.2%&-1.2%,1%&1%
Nc1ccc2c(S(=O)(=O)O)cccc2c1S(=O)(=O)O,i,·,?,6%,-1.8,-2%,-24%,1.2%,0%
COc1cccc(NC2CC(=O)N(CCc3ccccc3)C2=O)c1 (stereo not given),i,1%,8%,6%,-0.7,-3%,5%,2.4%,6%
O=C(c1sccc1-n1cccc1)N1CCCC1,i,0%,1%,-1%,-1.5,2%,7%,-0.7%,-12%
Cc1ccccc1N1CCN(C2=NC(=O)/C(=C\c3cccs3)S2)CC1,i,-3%,?,-24%,-4.8,?,-20%,0.5%,?
O=C(CCSCc1ccc(Cl)cc1)NC1CCCC1,i,0%,-16%,1%,-0.5,-15%,-10%,0.0%,0%
CCNC(=O)c1ccc(CSc2nc3cccnc3n2Cc2ccc(OC)cc2)cc1,·,·,-14%,-29%,·,-28%,-13%,7.3%,14%

# Sorted by SMILES length (rising): part of the list above
SMILES,Akt phos inh,MmCpn inh,Nrf2 inh,HepG2 viability,CCT chaperon mod,TGFb inhibitor,Abeta rescue,Nrf2 ARE act,A549 tox
O=C(c1sccc1-n1cccc1)N1CCCC1,i,0%,1%,-1%,-1.5,2%,7%,-0.7%,-12%
Fc1ccccc1-c1nc2nc3ccccc3nc2n1CC1CCCO1 (stereo not given),i,-2%,-4%,0%,-1.3,29%,-11%,-0.7%,-6%
COc1ccccc1CNC(=O)CSc1cc(=O)n(C)c2ccccc12,i,0%,-6%&-16%,6%&-8%,-0.1,-5%&21%,2%&-5%,0.2%&-1.2%,1%&1%
C/C(=N\NC(=O)c1ccc(O)cc1)c1ccc2c(c1)OCCO2,i,0%,?,-7%,0.4,0%,8%,0.6%,-1%
CCNC(=O)c1ccc(CSc2nc3cccnc3n2Cc2ccc(OC)cc2)cc1,·,·,-14%,-29%,·,-28%,-13%,7.3%,14%
CC1=CC(C)C(CN(CCC[N+](C)(C)C)C(=O)Nc2ccccc2)C(C)C1 (stereo not given),i,0%,2%,-9%,1.1,24%,-11%,0.2%,3%
CCOc1ccc(C(=O)N[C@H](C(=O)Nc2cccc(S(=O)(=O)N3CCCCC3)c2)C(C)C)cc1,i,-1%,-13%,4%,-3.1,-7%,-11%,0.2%,0%
